# KB-3-1 tox: qHTS assay for MDR1-selective chemotherapeutics: Primary screen using the parental adenocarcinoma cell KB-3-1. KB-3-1 viability, CellTiter-Glo ATP luminescence, 72 h. Potency, µM (top dose mostly 46.1 µM), for inactives: at the highest dose activity change, negative = cytotoxic, actives largely listed as cytotoxic. hit rate 1.4% among 400,000; also: potency is read from the fitted curve at half-maximal effect; % is scaled to controls: 0 for no effect and ±100 for the full control effect; nearly all actives have a fitted effect of over 60% in size
#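 72 h, 37 °C compound treatment of KB-3-1 parental cells; CellTiter-Glo added, 10 min, luminescence read. Data corrected against DMSO-only plates and normalized before curve fitting.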
# HT1080 IDH1KD tx: qHTS for induction of synthetic lethality in tumor cells producing 2HG: qHTS for the HT-1080-IDH1KD cell line; HT-1080 IDH1 knockdown viability, ATP luminescence, 48 h; Potency, µM (series often up to 46.1 µM), inactives show at the top dose activity, negative = toxicity, actives largely listed as cytotoxic; hit rate 2% among 360,000;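 also: potency is read from the fitted curve at half-maximal effect; 0% = DMSO wells and -100% = cell-free medium wells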
#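 Using the IDH1-knockdown HT-1080 line run in the same batch and compound series as the NT line, viability after 48 h at 37 °C was determined by CellTiter-Glo luminescence and expressed as % activity.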
# HT1080-NT tox: qHTS for induction of synthetic lethality in tumor cells producing 2HG: qHTS for the HT-1080-NT fibrosarcoma cell line; Potency, µM (titrated, usually from 46.1 µM), for the others: top-dose activity, negative = less viability, most hits filed as cytotoxic; AID 686970, 2013; HT-1080-NT fibrosarcoma viability, CellTiter-Glo ATP luminescence, 48 h; hit rate 1.6% among 360,000;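 also: NT is the 2HG producing partner of a matched IDH1 knockdown line; potency is read from the fitted curve at half-maximal effect; 0% = DMSO-treated cells and -100% = media-only wells without cells; nearly all actives have a fitted effect of over 55% in size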
#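 Luminescent CellTiter-Glo readout after 48 hours of compound exposure at 37 degrees C defined viability of HT-1080-NT cells. Activity was normalized to DMSO wells and cell-free media wells; concentration-response curves were fitted and assigned curve classes.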
# IL1B secr inh: qHTS for Inhibitors of Inflammasome Signaling: IL-1-beta AlphaLISA Primary Screen; THP-1 LPS/ATP IL-1B secretion, AlphaLISA, 16 h; active compounds read low; activity change, % at 57.5 µM; hit rate 4.7% among 360,000; AID 743279, 2014; in the data active = activity change below about -50%; inconclusive = mostly about -30% to -49%; also: % is scaled to controls: 0 for no effect and ±100 for the full control effect
#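 THP-1 cells pretreated 1 hr with compounds (up to 57.5 uM final), then stimulated with LPS (250 ng/mL final) plus ATP (1.25 mM final); secreted IL-1B measured by AlphaLISA after 16 hr, decreased signal indicating inhibition.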
# KB-V1 MDR tox: qHTS assay for MDR1-selective chemotherapeutics: Primary screen using the drug-selected MDR subline cells KB-V1; KB-V1 MDR cells viability, CellTiter-Glo, 72 h; Potency, µM (top dose mostly 46.1 µM), for inactives: at the top dose activity change, negative = cytotoxicity, hits mostly cytotoxic; hit rate 3.4% among 400,000; also: potency is read from the fitted curve at half-maximal effect; % is scaled to controls: 0 for no effect and ±100 for the full control effect; nearly all actives have a fitted effect of over 60% in size
#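 Following 72 h at 37 degrees C with compound, KB-V1 cell viability was read by CellTiter-Glo luminescence, medium being phenol-red-free DMEM plus 10% FBS; concentration-response parameters came from normalized, curve-fitted qHTS data.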
# MCF10A rereplic: A quantitative high throughput screen for small molecules that induce DNA re-replication in MCF 10a normal breast cells; hit rate 2.9% among 350,000; MCF 10A DNA re-replication, Hoechst nuclear intensity, 48 h; Potency, µM (highest dose often 46.1 µM), inactives show at the top dose activity, positive = re-replication, usual class: activators; also: potency is read from the fitted curve at half-maximal effect; % of control where 0% means no effect; nearly all actives have a fitted effect of over 50% in size
# SW480 rereplic: A quantitative high throughput screen for small molecules that induce DNA re-replication in SW480 colon adenocarcinoma cells; Potency, µM (top dose mostly 46.1 µM), without a hit: at the top dose re-replication activation, actives largely listed as activators; AID 624297, 2012; SW480 DNA re-replication, Hoechst DNA content imaging, 48 h; hit rate 1.8% among 340,000; also: potency is read from the fitted curve at half-maximal effect; % of control where 0% means no effect; nearly all actives have a fitted effect of over 55% in size
#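 Quantitative HTS format with DMSO vehicle controls; 48 hr drug incubation at 37 C, then 40 min Hoechst staining and scanning imager measurement at 405 nm excitation.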
# ATXN2 expr inh: Primary qHTS for Inhibitors of ATXN expression. HEK-293 ATXN2-luciferase reporter, luminescence, 24 h. Potency, µM (doses to about 57 µM), for inactives: at the highest dose activity change, negative = inhibition, usual class: inhibitors. hit rate 0.72% among 360,000; also: potency is read from the fitted curve at half-maximal effect; % is scaled to controls: 0 for no effect and ±100 for the full control effect; nearly all actives have a fitted effect of over 55% in size
#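 ATXN2-luciferase reporter cells (luciferase flanked by upstream and downstream ATXN2 gene portions) were treated 24 h at 37 °C with compounds at up to 57 uM. SteadyGlo luminescence gave expression; GF-AFC fluorescence gave viability.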
# WRN inhibitor: qHTS for Inhibitors of WRN Helicase | hit rate 0.46% among 360,000 | WRN helicase unwinding, fluorescent forked duplex, kinetic | Potency, µM (top dose mostly 114 µM), without a hit: at the highest dose activity change, negative = inhibition, usual class: inhibitors | AID 651768, 2012 | Bifunctional 3'-5' exonuclease/ATP-dependent helicase WRN (Homo sapiens), Q14191; also: potency is read from the fitted curve at half-maximal effect; % is scaled to controls: 0 for no effect and ±100 for the full control effect; nearly all actives have a fitted effect of over 55% in size
# Target sequence (Q14191 whole entry, looked up): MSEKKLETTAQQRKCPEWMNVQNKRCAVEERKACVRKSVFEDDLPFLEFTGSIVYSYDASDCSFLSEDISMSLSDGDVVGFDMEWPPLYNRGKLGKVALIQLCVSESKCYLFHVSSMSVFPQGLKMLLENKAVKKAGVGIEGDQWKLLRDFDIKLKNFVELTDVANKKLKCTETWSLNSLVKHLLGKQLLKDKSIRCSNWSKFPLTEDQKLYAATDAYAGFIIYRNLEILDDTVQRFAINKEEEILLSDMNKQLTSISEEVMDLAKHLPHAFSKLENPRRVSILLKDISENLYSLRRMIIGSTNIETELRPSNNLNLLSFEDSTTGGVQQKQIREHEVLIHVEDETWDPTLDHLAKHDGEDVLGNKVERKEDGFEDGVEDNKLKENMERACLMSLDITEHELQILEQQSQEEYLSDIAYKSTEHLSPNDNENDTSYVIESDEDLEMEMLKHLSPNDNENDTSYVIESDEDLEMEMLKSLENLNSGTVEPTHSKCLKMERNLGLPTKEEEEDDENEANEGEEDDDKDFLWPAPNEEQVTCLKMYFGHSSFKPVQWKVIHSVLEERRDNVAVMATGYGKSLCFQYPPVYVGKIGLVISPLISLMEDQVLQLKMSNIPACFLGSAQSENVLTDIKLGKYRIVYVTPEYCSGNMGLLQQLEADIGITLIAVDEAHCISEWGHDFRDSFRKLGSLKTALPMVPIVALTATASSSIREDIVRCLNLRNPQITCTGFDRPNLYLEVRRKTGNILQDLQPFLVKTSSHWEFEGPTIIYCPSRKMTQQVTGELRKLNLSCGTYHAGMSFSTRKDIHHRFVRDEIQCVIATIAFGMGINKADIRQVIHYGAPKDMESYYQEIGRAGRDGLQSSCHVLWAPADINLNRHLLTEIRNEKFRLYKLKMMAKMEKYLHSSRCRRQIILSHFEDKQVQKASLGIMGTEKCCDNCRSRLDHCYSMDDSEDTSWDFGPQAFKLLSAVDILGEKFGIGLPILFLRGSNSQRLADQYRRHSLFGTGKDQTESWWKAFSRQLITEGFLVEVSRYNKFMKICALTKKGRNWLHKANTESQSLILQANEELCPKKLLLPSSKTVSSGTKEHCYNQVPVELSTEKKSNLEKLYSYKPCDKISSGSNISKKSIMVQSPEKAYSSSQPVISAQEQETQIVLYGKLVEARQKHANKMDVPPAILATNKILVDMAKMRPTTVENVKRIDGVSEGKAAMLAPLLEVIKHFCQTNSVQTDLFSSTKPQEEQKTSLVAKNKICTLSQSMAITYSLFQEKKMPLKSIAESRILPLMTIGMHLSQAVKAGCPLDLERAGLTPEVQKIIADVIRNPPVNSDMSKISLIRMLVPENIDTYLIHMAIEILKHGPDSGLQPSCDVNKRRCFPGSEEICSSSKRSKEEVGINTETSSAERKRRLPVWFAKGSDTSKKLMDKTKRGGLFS
#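 Enzyme (20 nM final) and test compound sit together 15 min at room temperature before substrate addition. Substrate is a single-forked duplex oligonucleotide (100 nM) labelled with fluorophore and quencher, with 2 mM ATP; helicase unwinding raises red fluorescence, read kinetically.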
# An asterisk follows results filed as active; ? = inconclusive; · = not tested or not shown; & = joins results of further samples; [ ] = remark or other dose. Unless noted, calls follow the shape of the dose curve; as a rule, active = well fitted curve in the direction sought with a large enough effect; inconclusive = small, poorly fitted or top-dose-only effect, or another doubt; inactive = no such curve, though single readings can be large; an effect the other way counts as inactive or inconclusive. Some of the compounds tested. The share of hits here may be higher or lower than overall.
SMILES,KB-3-1 tox,HT1080 IDH1KD tx,HT1080-NT tox,IL1B secr inh,KB-V1 MDR tox,MCF10A rereplic,SW480 rereplic,ATXN2 expr inh,WRN inhibitor
O=C1NC(=O)C(=Cc2ccc(OCCOc3ccc([N+](=O)[O-])cc3)cc2)C(=O)N1,1%,3%,3%,-59*,?,-7%,8%,2%,-28%[11.6 µM]
Cc1ccc(-n2c(O)c(/C=N/N3CCCCC3c3cccnc3)c(=O)[nH]c2=S)cc1 (stereo unspecified),17%,0%,0%,1,10%,-3%,-5%,9%,-12%
Cc1ccsc1C(=O)C1CCCN(Cc2cc3ccccc3o2)C1 (stereo unspecified),-2%,-1%,-2%,11,0%,3%,3%,·,-8%
CC1CN1P(=S)(c1ccccc1)N1CC1C (stereo unspecified),·,0%,0%,9,·,-2%,1%,8%,-14%
CCc1ccccc1NC(=O)CSc1nnc([C@@H](N)Cc2c[nH]c3ccccc23)o1,15%,12%,0%,0,-24%,4%,-2%,0%,-10%
C[C@H]1COC2=C1C(=O)C(=O)c1c2ccc2c1CCCC2(C)C,?,-28%,?,-21,-14%,18µM*,?,3%&19%,?
CCC1CCCCN1CC(=O)c1ccc(OC(F)F)cc1 (stereo unspecified),1%,3%,-2%,11,0%,8%,0%,2%,-1%
CC(C)(C)OC(=O)N(CCc1ccccc1)Cc1ccc(OCc2cccc(NC(=O)c3ccccc3)c2)cc1,2%,5%,16%,-3,-12%,-5%,?,-4%,-8%
COc1ccc(-n2c(Cc3ccccc3)nc3ccccc3c2=O)cc1,1%,1%,5%,-23,-19%,-3%,2%,·,-6%
Cn1c(=O)oc2cc(S(=O)(=O)N3CCC(C(=O)N4CCN(c5ccc(F)cc5)CC4)CC3)ccc21,?,0%,0%,7,-11%,?,?,·,2%

# 3 compounds picked at random from those above, as already listed:
SMILES,KB-3-1 tox,HT1080 IDH1KD tx,HT1080-NT tox,IL1B secr inh,KB-V1 MDR tox,MCF10A rereplic,SW480 rereplic,ATXN2 expr inh,WRN inhibitor
CC1CN1P(=S)(c1ccccc1)N1CC1C (stereo unspecified),·,0%,0%,9,·,-2%,1%,8%,-14%
CCC1CCCCN1CC(=O)c1ccc(OC(F)F)cc1 (stereo unspecified),1%,3%,-2%,11,0%,8%,0%,2%,-1%
O=C1NC(=O)C(=Cc2ccc(OCCOc3ccc([N+](=O)[O-])cc3)cc2)C(=O)N1,1%,3%,3%,-59*,?,-7%,8%,2%,-28%[11.6 µM]

# Following part:
SMILES,KB-3-1 tox,HT1080 IDH1KD tx,HT1080-NT tox,IL1B secr inh,KB-V1 MDR tox,MCF10A rereplic,SW480 rereplic,ATXN2 expr inh,WRN inhibitor
COc1ccccc1OCCCn1cc(C(C)=O)c2ccccc21,-24%,-11%,-9%,21,?,4%,3%,-20%,3%
S=C(NCCc1ccccc1)N1Cc2ccc(Br)cc2-n2nncc2C1,?,?,?,?,-8%,·,·,?,-15%
CCOC(=O)CC1=C(C(=O)OCC)C2(C(=O)N1)C(C(=O)OC)=C(N)Oc1ccccc12 (stereo unspecified),-1%,-1%,-6%,9,?,-188%[0.0737 µM],0%,1%,-9%
COc1cc(/C=C/c2nc3ccccc3c(=O)n2-c2ccc(O)cc2)ccc1O,?,18µM*,16µM*,-65*,?,21µM*,?,47%[activator],-24%
Cc1c(C(c2ccc(O)cc2)c2c(O)c3ccccc3oc2=O)c(=O)n(-c2ccccc2)n1C (stereo unspecified),13%&9%,-4%,0%,19,13%&25%,9%,1%,-3%&-12%,-6%
CN1CCN(Cc2cc(C(C)(C)C)c(O)c(C(C)(C)C)c2)CC1,16%,5%,19%,-3,-2%,8%,0%,-5%,6%
O=c1[nH]c(O)c(C=Nc2cccc(F)c2)c(=O)[nH]1,2%,2%,-3%,-2,2%,-6%,-6%,·,-3%
COC(=O)C1=C(c2ccc(C(C)=O)cc2)C[C@@H]2CC[C@H]1N2C(=O)NCCO,15%,9%,22%,13,6%,1%,-2%,14%,-13%
COc1ccc(CC2C(=O)NC(=O)N(c3ccccc3)C2=O)c(OC)c1 (stereo unspecified),-3%,-4%[9.24 µM],9%,17,15%,25%,2%,-7%,-7%[57.1 µM]
CCC[N+]12CCC(CC1)C(C(O)(c1ccccc1)c1ccccc1)C2 (stereo unspecified),-2%,-2%,0%,6,4%,19%,-9%,-18%,5%
CCn1cc(C(=O)N2CCC3(CC2)OCCO3)c(=O)c2cc(S(=O)(=O)N3CCCC3)ccc21,1%,0%,-6%,-6,1%,-3%,-2%,2%,-5%
COc1ccc(C2=NCC(=S)Nc3ccc(Cl)cc32)cc1OC,?,-14%,-20%,45,?,5%,0%,19%,-5%
O=Cc1cn(Cc2c(F)cccc2Cl)nc1-c1ccccc1,-30%,-12%,-18%,-12,-29%,16%,-11%,1%,-6%
CC(=O)C1CCC2C3CCC4CC(O)CCC4(C)C3C(O)CC12C (stereo unspecified),0%,0%,9%,13,-16%,-4%,-7%,-6%,-21%
CCOC(C(=O)OCC(O)CN(CC)CC)(c1ccccc1)c1ccccc1 (stereo unspecified),-1%,-1%,-22%,-17,-5%,-41%[inhibitor],-4%,-13%,-6%
O=Cc1c(C(=O)O)n(Cc2ccccc2F)c2ccccc12,0%,-9%,?,60,-1%,-3%,9%,-12%,-11%
C=C1C(O)[C@@H]2O[C@]3(CC[C@H](/C=C/C(C)[C@@H]4CC(C)=CC5(O[C@H](C[C@@](C)(O)C(=O)O)CCC5O)O4)O3)CC[C@H]2O[C@@H]1C(O)CC(C)[C@H]1OC2(CCCCO2)CCC1C (stereo partly specified),?,0.0082µM*,?,?,-6%,?,-18%,0.32µM*,-3%
Cn1c(O)c(/C=C2\C=c3ccccc3=NC2=O)c(=O)n(C)c1=O,6%,8%,3%,39,4%,-8%,-4%,1%,5%
COc1cccc(C2C([N+](=O)[O-])=C(N)Oc3c2c(=O)oc2ccccc32)c1 (stereo unspecified),6%,11%,8%,-8,1%,9%,-7%,?,-13%
CCOP(=O)(OCC)C(NC(=O)c1ccc(Cl)cc1)=C(Cl)Cl,6%,8%,-1%,0,1%,4%,-4%,-13%,-10%
COCCNC(=O)N1[C@H]2CC[C@@H]1C(C(=O)OC)=C(c1ccc(OC(F)(F)F)cc1)C2,7%,0%,-10%,66,-10%,-1%,0%,-21%,-33%
COc1ccc(C(=O)N2CCOCC2)cc1S(=O)(=O)N1CCC(C)CC1,6%,15%,14%,13,-8%,-1%,-1%,7%,12%
CC1=CC(O)C(O)C2(C)C1CC1OC(=O)CC3C(C)C(O)C(=O)C2C13CO (stereo unspecified),18µM*,-9%,-2%,37,-1%,0%,?,-9%,-21%
O=S(=O)(NC1CN2CCC1CC2)c1ccc(Cl)cc1 (stereo unspecified),7%,3%,5%,-2,7%,4%,-19%,-12%,0%
CN(C)S(=O)(=O)c1cccc(C(=O)N2CCC(C(=O)O)(c3ccccc3)CC2)c1,2%,21%,18%,-1,4%,-6%,-5%,-7%,-5%
Cc1ccc(NC(=O)c2cc(-c3cc(Cl)ccc3C)n[nH]2)cc1NS(C)(=O)=O,-5%,?,?,-14,-8%,·,·,?,-4%
C=CCn1c(O)c(C(C)=Nc2cccc(C(=O)O)c2)c(=O)[nH]c1=O,4%,17%,7%,8,8%,1%,-12%,1%,10%
Fc1ccccc1N1CCN(Cc2c(F)cccc2F)CC1,-4%,-19%,4%,14,5%,-2%,-9%,1%,1%
CCn1c(N)c(C(=O)NC)sc1=S,-7%,18%,15%,-20,20%,1%,0%,12%,56µM*
CCSP1(=S)N=C(N2CCOCC2)C(C#N)=C2CCCN21 (stereo unspecified),19%,2%,9%,27,8%,-1%,-6%,0%,-1%
CC(C)CC12CN3CCN(CC(C3)/C1=N/O)C2,-1%,-1%,6%,11,-2%,5%,0%,4%,4%
N#Cc1ccccc1OCC(=O)N1CCN(CC(=O)Nc2ccc(F)cc2)CC1,-1%,-2%,3%,10,-13%,-1%,-6%,9%,-1%
CN(C)C1=NP(N(C)C)(N(C)C)=NC(c2ccccc2)=N1,-7%,7%,9%,-3,-8%,-8%,-2%,2%,-2%
Cc1nccn1Cc1ccc(Cl)nc1,5%,17%,14%,-3,0%,25%,2%,-10%,2%
C[C@]12CCC(=O)C=C1C=CC1C2CC[C@]2(C)C(=O)CCC12 (stereo partly specified),-4%,-1%,-4%,-4,-30%,17%,4%,-17%,2%
COc1ccc(NC(=O)c2cn(CCC#N)nc2-c2cccc(Br)c2)cc1,-3%,-3%,2%,-14,4%,-7%,0%,·,1%
COc1ccc(C2SCC(=O)Nc3c2c(C)nn3-c2ccccc2)cc1 (stereo unspecified),-2%,1%,8%,6,-26%,0%,2%,-7%,-9%
CN1CCN(c2nc([N+](=O)[O-])nn2C)CC1,0%,4%,0%,-12,6%,0%,-10%,26%,-7%
CC(C)C(NC(=O)C(C(C)C)N(C)C)C(=O)N(C)C(C(=O)N1CCCC1C(=O)N1CCCC1C(=O)NCc1ccccc1)C(C)C (stereo unspecified),?,?,0.21µM*,33,21µM*,?,?,-8%,-15%
CN1CC2CN(Cc3ccccc3)S(=O)(=O)C2C1 (stereo unspecified),0%,11%,?,2,-11%,·,·,-9%,5%
